Assay outcomes: PubChem, National Center for Advancing Translational Sciences (NCATS)
CCT modulator: cytosolic chaperonin activity modulation. AID 651819. 0.3% of 360,000 active. activity change, % (concentration not given with the values), hits read low. purified chaperonin ATPase assay, HTRF ADP detection, 30 min; in the data active means activity change below about -30%; further: on the % scale 0 is the no-effect control and ±100 the full control effect
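First, chaperonin was dispensed at 40 nM or 20 nM final depending on batch activity. Next, compounds were pinned at 76 uM and ATP added at 10 uM. After 30 min at 37 °C, ADP detection reagents ran 30 min at ambient temperature.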
Nrf2 inh: Nrf2 pathway inhibition; A549 ARE-Fluc reporter, luciferase luminescence, 18-24 h; Potency, µM (top dose mostly 46 µM), without a hit: at the highest dose activity change, negative = inhibition, usual class: inhibitors; 2.1% of 360,000 active; AID 504444; further: potency means the concentration at half of the fitted maximal effect; on the % scale 0 is the no-effect control and ±100 the full control effect; nearly all actives have a fitted effect of over 60% in size
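Nrf2 activity is the BugLite luminescence, read 15 min after reagent at room temperature, following CellTiter-Fluor cytotoxicity readout (30 min, 37C). Compound titrations were applied for 18-24 h to 5000 A549 ARE_Fluc cells/well in 5% FBS OPTI-MEM.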
HepG2 viability: kills HepG2 cells in TGF-b inhibitor counter-screen; HepG2 CAGA-GFP viability, ATP luminescence, 18 h; Potency, µM (series often up to 46.1 µM), for the others: top-dose activity change, negative = cytotoxicity, hits mostly cytotoxic; 0.76% of 410,000 active; AID 588856; further: potency means the concentration at half of the fitted maximal effect; some results filed as inactive show a strong effect at the top dose
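CellTiter-Glo luminescence gave cytotoxicity after 18 hours at 37 degrees C. The cells were HepG2 CAGA-GFP in 1% FBS DMEM, stimulated with 500 pg/mL TGF-beta after compound addition. %Activity was normalised to no-cell wells (complete cell-killing) and DMSO (no toxicity), and curves were fitted and classified.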
TGFb inhibitor: TGF-b pathway inhibition. Potency, µM (titrated, usually from 46.1 µM), for inactives: at the top dose activity, negative = inhibition, hits mostly inhibitors. HepG2 CAGA-GFP TGF-b/SMAD3 reporter, GFP fluorescence, 18 h; TGF-beta stimulated, 500 pg/mL final. AID 588855. 1.2% of 410,000 active; further: potency means the concentration at half of the fitted maximal effect; on the % scale 0 is the no-effect control and ±100 the full control effect; nearly all actives have a fitted effect of over 65% in size
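First, reporter cells (HEPG2 CAGA-GFP) rested 2 h at 37 degrees C. Next, compounds were pinned in and TGF-beta added to 500 pg/mL final. After 18 h, GFP was imaged per cell and summed per well.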
A549 tox: counter-screen for Nrf2 inhibitors: cytotoxicity in A549 cells; A549 ARE-Fluc cells, CellTiter-Fluor viability, 18-24 h; Potency, µM (doses to about 46 µM), for inactives: at the top dose activity change, negative = cytotoxicity, hits mostly inhibitors; 0.16% of 390,000 active; AID 504648; further: potency means the concentration at half of the fitted maximal effect; on the % scale 0 is the no-effect control and ±100 the full control effect
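A549 ARE-Fluc cells in 5% FBS OPTI-MEM, 5000 cells/well, rested 2 h then exposed to compounds in concentration-response for 18-24 h at 37 °C. Viability by CellTiter-Fluor fluorescence (Ex 405/Em 525) after 30 min; luciferase luminescence (BugLite, 15 min, RT) read afterwards.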
Akt phos inh: Akt phosphorylation inhibition; Neuro2A IGF-stimulated pAkt S473 HTRF, 20 min; hits give low values; activity change, % for hits at 50 µM; AID 651550; 0.32% of 360,000 active; in the data active means activity change below about -80%; inconclusive means mostly about -51% to -80%; further: on the % scale 0 is the no-effect control and ±100 the full control effect
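Single-point screen (50 µM final compound) in Neuro2A cells stimulated 20 min with 6 nM IGF at 37 deg C. After lysis, Ser473-phosphorylated Akt read by HTRF (ex 330 nm, em 615/665 nm) as the 665/615 ratio.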
Nrf2 ARE act: activators of Nrf2 (ARE) signaling | AREc32 ARE-luciferase reporter (MCF7-derived line), luminescence, 24 h | Potency, µM (doses to about 46.1 µM), for inactives: at the highest dose activation, hits mostly activators | 0.31% of 410,000 active | AID 624171; further: potency means the concentration at half of the fitted maximal effect; % of control where 0% means no effect; nearly all actives have a fitted effect of over 65% in size
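Each well held 1000 AREc32 cells, which were incubated with compound for 24 hr at 37 deg C after overnight attachment, and ARE reporter activity was quantified by firefly luciferase luminescence.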
Mm-Cpn inhibitor: M. maripaludis TRiC chaperonin inhibition. purified Mm-Cpn ATPase, ADP Transcreener TR-FRET. Potency, µM (titrated, usually from 76.9 µM), without a hit: at the top dose activity, negative = inhibition, hits mostly inhibitors. 0.031% of 330,000 active. AID 504842; further: potency means the concentration at half of the fitted maximal effect; on the % scale 0 is the no-effect control and ±100 the full control effect; nearly all actives have a fitted effect of over 80% in size
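Eu-cryptate anti-ADP/ADP-d2 competition gives a ratio inversely related to ADP. Enzyme at 25 nM was pre-exposed to compound for 10 min, then given 10 uM ATP for 30 min, 37°C throughout.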
ATXN viability: viability counter-screen for ATXN expression inhibitors. S2 cells (HEK-293 line with an ATXN2-luciferase reporter) viability, CellTiter-Fluor protease fluorescence, 24 h. Potency, µM (titrated, usually from 56.7 µM), most hits filed as cytotoxic. 0.49% of 400,000 active. AID 651635; further: potency means the concentration at half of the fitted maximal effect; nearly all actives have a fitted effect of over 40% in size
Numbers without * were called inactive; i = inactive; u = inconclusive; x = not tested or not shown; & = joins results of further samples; [ ] = dose if it differs, or a comment. Unless noted, the call rests on the fitted dose curve; in most records, active means well fitted curve in the direction sought with a large enough effect; inconclusive means small, poorly fitted or top-dose-only effect, or another doubt; inactive means no such curve, though single readings can be large; an effect the other way counts as inactive or inconclusive. Not a hit list. About 4.4% of those tested had a hit in this group.

SMILES | CCT modulator | Nrf2 inh | HepG2 viability | TGFb inhibitor | A549 tox | Akt phos inh | Nrf2 ARE act | Mm-Cpn inhibitor | ATXN viability
CCC(c1nnnn1Cc1cccs1)N1CCN(C(=O)c2ccco2)CC1 (stereo not drawn) | -8.5 | u | -8% | 21% | -1% | i | -0.9% | -1% | i
CCOC(=O)Cn1cc([N+](=O)[O-])c(OC)n1 | -2.9 | x | 0% | 4% | 0% | i | -0.7% | -2% | i
Cc1ccc(Cn2c(SCC(=O)C(C)(C)C)nc3ccsc3c2=O)cc1 | x | x | -5% | -17% | 1% | x | -0.1% | x | x
O=C(CN1CCN(Cc2ccccc2)CC1)N1CCN(c2ccccc2)CC1 | -0.3 | 13% | 2% | -24% | 1% | i | -1.0% | -2% | i
CC(=O)Nc1ccc(S(=O)(=O)NC(CC(=O)NCCc2ccccc2)C(C)C)cc1 (stereo not drawn) | 2.4 | 7% | -4% | -11% | 11% | i | u | 1% | i
CCn1cc(C(=O)NCc2ccccc2Cl)c(=O)c2cc(S(=O)(=O)N3CCc4ccccc4C3)ccc21 | x | 3% | -14% | -24% | 1% | x | 0.0% | x | u
CCOC(=O)N1CCN(c2c(NCCCN(CC)Cc3ccccc3)c(=O)c2=O)CC1 | 0.0 | 7% | -13% | -1% | 0%[1.84 µM] | i | -0.9% | 1% | i
COc1ccc(OC)c(/C=C(/C#N)c2nc(-c3ccc(-c4ccccc4)cc3)cs2)c1 | x | 7% | -2% | 39%[activator] | 0% | x | -0.9% | x | x
CC(=O)Oc1ccc2nc(CN3C(=O)c4ccc([N+](=O)[O-])cc4C3=O)oc(=O)c2c1 | -0.3 | -1% | 6% | -4% | -1% | i | -0.5% | 0% | i
CCCCCc1nnc(NC(=O)Cc2cccs2)s1 | 0.8 | -21% | 1% | -1% | u | i | -0.5% | 1% | i
CCc1sc(C(=O)Nc2ccc(OC)c(S(=O)(=O)N3CCOCC3)c2)cc1C | 0.0 | u | -13% | -23% | -8% | i | -1.0% | 1% | i
COc1ccc(-c2ccc(=O)n(Cc3c(F)cccc3Cl)n2)cc1 | -1.0 | 2% | -27% | u | 2% | i | 8.7% | -11% | i
CCc1noc(C)c1C(=O)N1CCCC1 | -2.4 | 10% | 1% | 0% | 10% | i | -0.8% | -1% | i
CCOC(=O)c1c(C)[nH]c(C)c1S(=O)(=O)NCCc1ccco1 | 1.5 | -10% | -14% | 9% | -14% | i | -1.7% | -1% | i
COc1c2occc2c(OC)c2c(=O)cc(C)oc12 | -1.7 | -19% | -15% | -1% | 0% | i | 2.3% | 2%[15.4 µM] | i

The final 6 entries of the section before lead into the next:
SMILES | CCT modulator | Nrf2 inh | HepG2 viability | TGFb inhibitor | A549 tox | Akt phos inh | Nrf2 ARE act | Mm-Cpn inhibitor | ATXN viability
CCCCCc1nnc(NC(=O)Cc2cccs2)s1 | 0.8 | -21% | 1% | -1% | u | i | -0.5% | 1% | i
CCc1sc(C(=O)Nc2ccc(OC)c(S(=O)(=O)N3CCOCC3)c2)cc1C | 0.0 | u | -13% | -23% | -8% | i | -1.0% | 1% | i
COc1ccc(-c2ccc(=O)n(Cc3c(F)cccc3Cl)n2)cc1 | -1.0 | 2% | -27% | u | 2% | i | 8.7% | -11% | i
CCc1noc(C)c1C(=O)N1CCCC1 | -2.4 | 10% | 1% | 0% | 10% | i | -0.8% | -1% | i
CCOC(=O)c1c(C)[nH]c(C)c1S(=O)(=O)NCCc1ccco1 | 1.5 | -10% | -14% | 9% | -14% | i | -1.7% | -1% | i
COc1c2occc2c(OC)c2c(=O)cc(C)oc12 | -1.7 | -19% | -15% | -1% | 0% | i | 2.3% | 2%[15.4 µM] | i
CN(C)CCNC(C(=O)Nc1cccc(C(F)(F)F)c1)c1ccccc1 (stereo not drawn) | 0.5 | 6% | 2% | 0% | -2% | i | -0.6% | -2% | u
CCO/C=C1/C(=O)N(Cc2ccccc2)C(=O)c2ccccc21 | -0.5 | -11% | -8% | -16% | 6% | i | -0.9%[9.22 µM] | -2% | i
CCCN1Cc2cccc(C(=O)NCc3ccccc3)c2C1=O | -2.1 | -16% | 0% | -2% | u | i | 0.2% | 1% | i
Cc1csc(Sc2ccc(C(=O)OCC(=O)Nc3ccc(F)cc3[N+](=O)[O-])cc2[N+](=O)[O-])n1 | -2.5 | -2% | -18% | -28% | 1% | i | 0.2% | 0% | i
Cc1cccc(C)c1OCCOCCN1CCN(C)CC1 | -2.3&3.4 | 9%&6% | 2%&3% | -2%&-12% | 0%&20% | i | -0.1%&2.2% | -4% | i
CN(C)C1CN(Cc2cn(Cc3cccc(Cl)c3)nn2)S(=O)(=O)C1 (stereo not drawn) | 0.0 | x | x | x | x | i | -1.3% | x | i
CCOC(=O)C1CCN(C(=O)CCCNC(=O)Cn2cnc3sc(C)c(C)c3c2=O)CC1 | 1.9 | 0% | -27% | -26% | -5% | i | 0.3% | 0% | i
Cn1cc(/C=C2\SC(=S)N(NC(=O)c3cccc(Cl)c3)C2=O)c2ccccc21 | -0.2 | u | 1% | 3% | -26% | i | -0.1% | 1% | i
Cc1ccc(CNC(=O)COC(=O)c2cnc(C)cn2)cc1 | -0.4 | 20% | 20% | 23% | 11% | i | -0.7% | 0% | i
COC(=O)c1cc(CN2C(=O)c3ccccc3C2=O)c(O)c([N+](=O)[O-])c1 | 1.3 | 3% | 12% | 5% | -10% | i | -0.4% | -1% | i
COc1ccc(S(=O)(=O)NC(=O)C2(C)CCN2C(=O)CC2CCCC2)cc1 (stereo not drawn) | -0.2 | x | 3% | 18% | x | i | 0.0% | x | i
COc1ccc(NC(=O)Nc2cccc3c2O[C@H](CN(C)S(=O)(=O)c2ccccc2)[C@@H](C)CN([C@H](C)CO)C3=O)cc1 | -3.8 | -17% | -2% | u | -5% | i | 1.0% | -5% | i
COc1ccc(-c2cc(C)no2)cc1S(=O)(=O)NCCCN1CCN(c2ccccc2)CC1 | 0.4 | 1% | -39% | u | -3% | x | 2.6% | -3% | i
O=C(CCCOc1ccccc1)Nc1nnc(C2CCCO2)s1 (stereo not drawn) | -0.8 | 14% | -2% | u | 0% | i | -0.3% | 1% | i
CC(=O)Nc1ccc(NC(=O)C(C)OC(=O)c2ccc3[nH]c(C)c(C)c3c2)cc1 (stereo not drawn) | 0.5 | 6% | 0% | 3% | 0% | i | 0.3% | 0% | i
Cc1ccc(N(CC(=O)NCc2ccncc2)S(C)(=O)=O)cc1 | 2.5 | x | -1% | 2% | 8% | i | 0.2% | 2% | i
CCC(=O)N1CCC1(C)C(=O)Nc1ncc(C)s1 (stereo not drawn) | -1.0 | x | -19% | 3% | x | i | 0.1%[9.22 µM] | x | i
CN(Cc1ccccc1)C(=O)c1cc(-c2ccc(Br)cc2)on1 | -0.7 | x | -13% | 1% | 2% | x | 2.8% | 3% | i
Cc1cc(C)nc(NS(=O)(=O)c2ccc(N=Cc3c(C)[nH]n(-c4ccccc4)c3=O)cc2)n1 | -2.0 | 21% | -30% | -3% | -1% | i | 0.2% | 4% | i
O=C(NC1CCN(Cc2ccccc2)CC1)c1ccccc1Cl | -0.7 | 6% | 5% | 3% | 8% | i | 0.0% | 0% | x
Cc1ccc(NC(=O)CCn2cc(C(F)(F)F)ccc2=O)cc1 | 0.0 | -4% | -9% | -6% | 0% | i | -0.5% | 0% | i
c1ccc(Cn2nnc3c(N4CCN(Cc5ccc6c(c5)OCO6)CC4)ncnc32)cc1 | -1.2 | u | -19% | -2% | -2% | i | 0.5% | -1% | i
Cc1ccccc1Nc1c(-c2ccc(N3CCOCC3)cc2)nc2ncccn12 | -1.6 | -26%&-28% | -21%&-8% | -28%&12% | 0%&-3% | i | -0.2%&-0.5% | -2% | i
CC(C)NC(=O)C1(C)Cc2c(-c3cccc(C(F)(F)F)c3)ccnc2O1 (stereo not drawn) | -1.5 | x | -43% | -28% | x | i | 2.9% | x | u
COc1ccccc1C(O)c1ncc(-c2cccc(C(F)(F)F)c2)[nH]1 (stereo not drawn) | 0.4 | x | -19% | -21% | x | i | 0.1% | x | u
Cc1ccc(NS(=O)(=O)c2cccc(C(=O)N3CCOCC3)c2)cc1 | -0.1 | 1% | -1% | 6% | -10% | i | -0.3% | 1% | i
CCO[C@@H]1OC(C(=O)Nc2ccccc2)=C[C@H](c2ccccc2)[C@H]1CCCO | -0.2 | -14% | -21% | -14% | 12% | i | 4.6% | x | i
COc1ccccc1N/C(N)=N/c1nc(C(F)(F)F)cc(=O)[nH]1 | -1.1 | -6% | -9% | -3% | 2% | i | 8.5% | 1% | i
Cc1cc(-n2c(C)cc(C(=O)CSc3nncn3C)c2C)no1 | -3.0 | 29% | 7% | 2% | 1% | i | 3.4% | 1% | i
CC(=O)Nc1ccc(C(=O)NC2CCSc3ccccc32)cc1 (stereo not drawn) | 0.4 | 2% | 5% | 14% | 0% | i | 0.4% | -1% | i
O=C(Oc1ccccc1N1CCOCC1)c1ccccc1 | -0.4 | 8% | 25% | 15% | -1% | i | 0.0% | 0% | i
CCOC(=O)/C=C1\SCC(=O)N1CC(=O)NCc1cccc(Cl)c1 | 0.6 | 4% | 27% | 74%[activator] | -2% | i | 0.0% | -2% | i
